M5 ag = agonists of human muscarinic M5 receptor (CHRM5); CHO-K1 hM5 cells, Fluo-8 calcium fluorescence; 0% DMSO wells, 100% maximal acetylcholine response; activation, % at 3 µM; 360,000 tested, 0.19% active; AID 624037;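 active means activation above the run's mean over test compounds plus 3 SD, cut at about 23% in these data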;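 further: signal is peak over basal fluorescence ratio across the kinetic read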
Target sequence (P08912 whole entry, looked up): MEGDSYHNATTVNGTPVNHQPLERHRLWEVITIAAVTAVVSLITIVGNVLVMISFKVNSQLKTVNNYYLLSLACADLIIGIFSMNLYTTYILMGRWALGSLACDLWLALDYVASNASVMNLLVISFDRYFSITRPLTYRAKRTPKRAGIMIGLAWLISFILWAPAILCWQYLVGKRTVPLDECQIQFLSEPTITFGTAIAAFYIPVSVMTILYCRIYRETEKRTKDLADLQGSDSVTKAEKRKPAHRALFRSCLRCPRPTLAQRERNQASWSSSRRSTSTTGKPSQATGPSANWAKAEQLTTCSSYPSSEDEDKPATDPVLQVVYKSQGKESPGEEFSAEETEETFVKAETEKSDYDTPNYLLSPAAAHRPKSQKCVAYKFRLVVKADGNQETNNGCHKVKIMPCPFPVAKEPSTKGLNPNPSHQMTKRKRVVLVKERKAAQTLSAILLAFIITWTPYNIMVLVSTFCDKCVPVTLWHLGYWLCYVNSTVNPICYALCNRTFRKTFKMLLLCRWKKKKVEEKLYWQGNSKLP
M1 antag = antagonists of human M1 muscarinic receptor. P11229. CHO-K1 hM1, Fluo-8 calcium fluorescence, ACh EC80 antagonist. inhibition, % at 3 µM. 360,000 tested, 1.3% active. AID 588852;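 active means percent inhibition above its own plate's cutoff, namely the mean of that plate's compound wells plus 3 SD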;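 further: peak over basal fluorescence ratio during 140 s after agonist addition; 0% = ACh EC80 plus DMSO and 100% = DMSO alone without agonist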
Target sequence (P11229 whole entry, looked up): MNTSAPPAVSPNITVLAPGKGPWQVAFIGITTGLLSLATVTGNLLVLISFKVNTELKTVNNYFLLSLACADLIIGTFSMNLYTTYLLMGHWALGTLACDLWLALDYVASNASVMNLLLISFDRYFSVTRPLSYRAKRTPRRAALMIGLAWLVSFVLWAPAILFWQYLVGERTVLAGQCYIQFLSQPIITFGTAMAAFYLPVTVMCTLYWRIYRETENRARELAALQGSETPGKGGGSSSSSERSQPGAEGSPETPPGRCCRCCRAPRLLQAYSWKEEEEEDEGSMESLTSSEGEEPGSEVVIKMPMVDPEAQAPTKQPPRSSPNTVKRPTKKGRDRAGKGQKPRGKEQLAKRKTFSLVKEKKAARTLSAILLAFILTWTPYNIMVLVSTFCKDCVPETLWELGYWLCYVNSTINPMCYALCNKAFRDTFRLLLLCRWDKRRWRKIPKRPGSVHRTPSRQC
CHRM4 agonist = CHRM4 agonism in calcium assay; CHO-K1 hM4/Gqi5, Fluo-8 calcium fluorescence; vehicle 0%, full acetylcholine response 100%; activation, % at 3 µM; 360,000 tested, 0.14% active;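 active means activation above the run mean over all test wells plus 3 SD, cut at about 32% in these data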;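 further: peak over basal fluorescence ratio per well then scaled between controls; 0% = DMSO wells and 100% = acetylcholine at EC100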
CRFBP-R2 agonist = CRF-BP/CRF-R2 complex agonism; 350,000 tested, 0.46% active; AID 588473; HEK293 CRF-R2/CRF-BP, calcium dye fluorescence (FLIPR); percent of saturating CRF peptide response; activation, % at 13.2 µM;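 active means activation of at least 50%, plus an integration ratio under a set limit after plate pattern correction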;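 further: plate controls were neutral control wells without compound for no effect and CRF at EC100 for full effect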
CHRM5 antagonist = CHRM5 antagonism in calcium assay | 360,000 tested, 0.59% active | AID 624040 | CHO-hM5 cells, Fluo-8 calcium fluorescence, ACh EC80 | P08912 | inhibition, % at 3 µM;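 active means inhibition above a per-plate cutoff, the mean of that plate's test compounds plus 3 SD, cut at about 27% in these data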;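 further: 0% = acetylcholine EC80 with DMSO and 100% = DMSO without agonist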
M1 PAM = positive allosteric modulators of human M1 muscarinic receptor. activation, % at 3 µM. AID 588819. P11229. 360,000 tested, 0.088% active. CHO-K1 hM1, Fluo-8 calcium fluorescence, ACh EC20; 0% = ACh EC20, 100% = maximal ACh; in the data active means activation above about 19%, passing the limit was not always enough
CHRM4 antagonist = antagonists of human muscarinic M4 receptor (CHRM4); P08173; CHO-hM4 cells, ACh EC80, Fluo-8 calcium fluorescence; inhibition, % at 3 µM; 360,000 tested, 0.73% active; AID 624125;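 active means inhibition above its plate's cutoff, the mean inhibition of sample wells plus 3 SD, cut at about 27% in these data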;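 further: 0% = acetylcholine EC80 with DMSO and 100% = DMSO without agonist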
M5 PAM = CHRM5 positive allosteric modulation | 360,000 tested, 0.3% active | CHO-K1 hM5, Fluo-8 calcium, ACh EC20 PAM; 0% = ACh EC20, 100% = ACh EC100 | P08912 | AID 624038 | activation, % at 3 µM;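 active means activation above the run cutoff, the mean activation of all test compounds plus 3 SD, cut at about 18% in these data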
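System: CHO-K1 cell line with stable human muscarinic M5 receptor expression | Also added: EC20 acetylcholine as agonist stimulus | Compound: One concentration, 3 µM final (nominal) | Timing: Fluo-8 loading 80 min at 37 °C plus 30 min room temperature | Measured by: Fluo-8 calcium dye fluorescence, kinetic read | Read-out basis: % activation, ACh-normalized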
M4 PAM = positive allosteric modulators of human muscarinic M4 receptor; P08173; CHO-K1 hM4/Gqi5, Fluo-8 calcium fluorescence, ACh EC20; 0% = ACh EC20, 100% = maximal ACh; activation, % at 3 µM; 360,000 tested, 0.4% active; AID 624126;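 active means activation above its plate's cutoff, the mean activation of sample wells plus 3 SD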; further: some results filed as inactive read as strong as hits
The depositor's hits bear a star.

CCOC(=O)CSc1nc2c(sc3ccccc32)c(=O)n1CCCN1CCOCC1 was read as M5 ag -2, M1 antag 3, CHRM4 agonist 8, CRFBP-R2 agonist -1.2, CHRM5 antagonist -2, M1 PAM -3, CHRM4 antagonist -10, M5 PAM -4 and M4 PAM -3.
For Nc1ccc(-c2nnn(Cc3ccccc3)n2)cc1 the results were M5 ag 0, M1 antag -10, CHRM4 agonist 1, CRFBP-R2 agonist -0.7, CHRM5 antagonist 4, M1 PAM 0, CHRM4 antagonist -5, M5 PAM 7 and M4 PAM 10.
`CC(=O)Nc1ccc(NC(=O)c2nc(S(=O)(=O)Cc3cccc(C)c3)ncc2Cl)cc1` gave M5 ag -6, M1 antag 17, CHRM4 agonist 0, CRFBP-R2 agonist -0.9, CHRM5 antagonist 17, M1 PAM -6, CHRM4 antagonist 18, M5 PAM -7 and M4 PAM -7.
For Cc1nc2nc(SCC(=O)NCCCN3CCOCC3)nn2c(C)c1Cc1ccccc1 the results were M5 ag -8, M1 antag 2, CHRM4 agonist 1, CRFBP-R2 agonist -1.3, CHRM5 antagonist 5, M1 PAM 0, CHRM4 antagonist 4, M5 PAM 2 and M4 PAM -8.
CC(C)C[C@@H](CN1CCC[C@@H]1CN1C(=S)NC[C@@H]1Cc1ccccc1)N1C[C@H](Cc2ccc(O)cc2)N(CCc2ccccc2)C1=S was read as M5 ag -4, M1 antag 0, CHRM4 agonist -1, CHRM5 antagonist -13, M1 PAM -3, CHRM4 antagonist -30, M5 PAM 1 and M4 PAM 2.
O=c1cc(/C=C/c2ccccc2)oc2c1ccc1ccccc12 was read as M5 ag -4, M1 antag 0, CHRM4 agonist 1, CRFBP-R2 agonist 0.8, CHRM5 antagonist -7, M1 PAM -3, CHRM4 antagonist -1, M5 PAM -3 and M4 PAM 4.
`O=C(O)c1cccc(S(=O)(=O)Nc2cc(Cl)ccc2Cl)c1` gave M5 ag 1, M1 antag -4, CHRM4 agonist 0, CRFBP-R2 agonist -4.0, CHRM5 antagonist 6, M1 PAM 4, CHRM4 antagonist 6, M5 PAM -4 and M4 PAM -7.
Screening CC(C)N(C(=O)CSc1nc2ccccc2c(=O)[nH]1)C(C)C returned M5 ag -1, M1 antag -2, CHRM4 agonist 1, CRFBP-R2 agonist -1.1, CHRM5 antagonist 0, M1 PAM 7, CHRM4 antagonist -3, M5 PAM 1 and M4 PAM -1.
`Cc1ccc(NC(=O)CSc2nnc(CSc3nc(C)cc(C)n3)n2Cc2ccco2)c(C)c1` gave M5 ag 0, M1 antag -6, CHRM4 agonist -2, CRFBP-R2 agonist -1.3, CHRM5 antagonist -9, M1 PAM 4, CHRM4 antagonist 10, M5 PAM 2 and M4 PAM -1.
`CCCCn1c(N)c(Sc2ccccc2)c(=O)[nH]c1=O` gave M5 ag 1, M1 antag 15, CHRM4 agonist -1, CRFBP-R2 agonist -2.2, CHRM5 antagonist 2, M1 PAM -7, CHRM4 antagonist 5, M5 PAM 1 and M4 PAM -2.
Cc1ccc(NC(=O)C2CCCN2S(=O)(=O)c2ccc(-c3ccc(=O)[nH]n3)s2)c(C)c1 (stereo unspecified) was read as M5 ag -4, M1 antag -7, CHRM4 agonist 1, CRFBP-R2 agonist -0.9, CHRM5 antagonist 11, M1 PAM 5, CHRM4 antagonist 1, M5 PAM -6 and M4 PAM 4.
COc1cccc(NC(=O)C(NCCC(C)C)c2ccccc2)c1 (stereo unspecified) was read as M5 ag -3, M1 antag -11, CHRM4 agonist -2, CRFBP-R2 agonist 0.1, CHRM5 antagonist -1, M1 PAM 4, CHRM4 antagonist 4, M5 PAM 0 and M4 PAM -4.
`CCCC(C)NC(=O)CN(Cc1ccco1)S(=O)(=O)c1ccccc1` (stereo unspecified) gave M5 ag -3, M1 antag -2, CHRM4 agonist 1, CRFBP-R2 agonist -1.7, CHRM5 antagonist 7, M1 PAM -2, CHRM4 antagonist 9, M5 PAM -1 and M4 PAM -3.
For CCc1ccccc1NC(=O)c1ccccc1N1C(=O)C2C3C=CC(C3)C2C1=O (stereo unspecified) the results were M5 ag -3, M1 antag -7, CHRM4 agonist 1, CRFBP-R2 agonist -1.7, CHRM5 antagonist -2, M1 PAM 8, CHRM4 antagonist 0, M5 PAM 3 and M4 PAM 3.
`C/C(=N\NC(=O)COc1ccccc1)c1cccs1` gave M5 ag -2, M1 antag -6, CHRM4 agonist 1, CRFBP-R2 agonist -1.2, CHRM5 antagonist -3, M1 PAM 8, CHRM4 antagonist 1, M5 PAM -5 and M4 PAM 1.
CCCCn1nnnc1C(c1cc2ccccc2o1)N(CCC#N)Cc1ccccc1 (stereo unspecified) was read as M5 ag -1, CHRM4 agonist 1, CHRM5 antagonist -4, CHRM4 antagonist -13, M5 PAM -7 and M4 PAM -2.
Screening Cc1ccc(C)c(NS(=O)(=O)c2c(C)nc3sccn3c2=O)c1 returned M5 ag -2, M1 antag 4, CHRM4 agonist 2, CRFBP-R2 agonist -0.4, CHRM5 antagonist 0, M1 PAM 3, CHRM4 antagonist -6, M5 PAM -3 and M4 PAM -6.
Screening Cc1ccc(N2CCN(C3=NC(=O)C(Cc4ccccc4)S3)CC2)cc1 (stereo unspecified) returned M5 ag 0, M1 antag -7, CHRM4 agonist 1, CRFBP-R2 agonist -0.6, CHRM5 antagonist 1, M1 PAM 8, CHRM4 antagonist 3, M5 PAM -3 and M4 PAM 1.
For CCC(C)C(=O)Nc1ccc(OC)cc1OC (stereo unspecified) the results were M5 ag 0, M1 antag -1, CHRM4 agonist 1, CRFBP-R2 agonist -0.2, CHRM5 antagonist 7, M1 PAM 9, CHRM4 antagonist -3, M5 PAM -1 and M4 PAM -2.
CCOC(=O)C1=CN(Cc2ccco2)S(=O)(=O)NC1CC (stereo unspecified) was read as M5 ag 2, M1 antag 0, CHRM4 agonist -2, CRFBP-R2 agonist 0.9, CHRM5 antagonist 2, M1 PAM 1, CHRM4 antagonist -3, M5 PAM 0 and M4 PAM 7.
COc1cccc(N2CCN(C(=O)CCCCCn3c(=S)[nH]c4cc5c(cc4c3=O)OCO5)CC2)c1 was read as M5 ag -5, M1 antag -4, CHRM4 agonist 5, CRFBP-R2 agonist 0.4, CHRM5 antagonist -1, M1 PAM 3, CHRM4 antagonist -6, M5 PAM -1 and M4 PAM 2.
CC(=O)NC(c1ccccc1)c1nc(-c2ccc(S(C)(=O)=O)cc2)cs1 (stereo unspecified) was read as M5 ag 1, M1 antag -9, CHRM4 agonist 1, CHRM5 antagonist -2, M1 PAM 5, CHRM4 antagonist -6, M5 PAM -5 and M4 PAM 0.
Cc1c(C(=O)N2CCC(C)CC2)cccc1[N+](=O)[O-] was read as M5 ag -4, M1 antag -4, CHRM4 agonist 0, CRFBP-R2 agonist -2.0, CHRM5 antagonist 9, M1 PAM 5, CHRM4 antagonist 2, M5 PAM -4 and M4 PAM 1.
O=C(CCN1C(=O)c2ccccc2S1(=O)=O)NCc1ccco1 was read as M5 ag 3, M1 antag -16, CHRM4 agonist 2, CRFBP-R2 agonist -1.5, CHRM5 antagonist -4, M1 PAM 10, CHRM4 antagonist 4, M5 PAM 5 and M4 PAM 7.
O=C(CN1C(=O)C2C3C=CC(C3)C2C1=O)NCCc1ccccc1 (stereo unspecified) was read as M5 ag -1, M1 antag -4, CHRM4 agonist 1, CRFBP-R2 agonist 1.8, CHRM5 antagonist 0, M1 PAM 0, CHRM4 antagonist -3, M5 PAM -2 and M4 PAM 19.
Screening Cn1c(=O)c2c(nc(NCCOc3ccc(F)cc3)n2C)n(C)c1=O returned M5 ag -4, M1 antag -5, CHRM4 agonist 2, CRFBP-R2 agonist -3.9, CHRM5 antagonist 2, M1 PAM 2, CHRM4 antagonist -19, M5 PAM 8 and M4 PAM 5.
Nn1c(SCc2cccc3ccccc23)nnc1-c1ccco1 was read as M5 ag -2, M1 antag -7, CHRM4 agonist 0, CRFBP-R2 agonist 0.3, CHRM5 antagonist -2, M1 PAM 4, CHRM4 antagonist -2, M5 PAM 4 and M4 PAM 5.
COC(=O)C1=C(C(=O)OC)C2(OC1c1cccc(F)c1)C(=O)c1ccccc1C2=O (stereo unspecified) was read as M5 ag 2, M1 antag -3, CHRM4 agonist 1, CRFBP-R2 agonist -1.7, CHRM5 antagonist 3, M1 PAM 2, CHRM4 antagonist -3, M5 PAM -5 and M4 PAM 0.
For CCN(CC(=O)Nc1ccccc1OC)C(=O)c1ccc(N(C)S(=O)(=O)c2ccc(C)cc2)cc1 the results were M5 ag -8, M1 antag -3, CHRM4 agonist 19, CRFBP-R2 agonist -0.4, CHRM5 antagonist 98*, M1 PAM -1, CHRM4 antagonist -7, M5 PAM -30 and M4 PAM -4.
Screening C=CCN(c1ccccc1)S(=O)(=O)c1cccc(C(=O)Nc2nnc(SCC)s2)c1 returned M5 ag 1, M1 antag -3, CHRM4 agonist -1, CRFBP-R2 agonist 2.7, CHRM5 antagonist -4, M1 PAM 4, CHRM4 antagonist -4, M5 PAM 8 and M4 PAM 16.
N#Cc1nc(-c2ccc(OCc3ccccc3)cc2)oc1NCc1ccco1 was read as M5 ag 2, M1 antag -1, CHRM4 agonist 1, CRFBP-R2 agonist 0.4, CHRM5 antagonist 1, M1 PAM 3, CHRM4 antagonist -2, M5 PAM -7 and M4 PAM -2.
`COc1ccc(S(=O)(=O)Nc2ccccc2C(=O)NN2CCOCC2)cc1OC` gave M5 ag 0, M1 antag -11, CHRM4 agonist 2, CRFBP-R2 agonist -0.9, CHRM5 antagonist -1, M1 PAM 9, CHRM4 antagonist -13, M5 PAM -1 and M4 PAM 9.
COc1ccc(C(=O)C2CCCN(C/C=C/c3ccccc3OC)C2)c(OC)c1 (stereo unspecified) was read as M5 ag -9, M1 antag 51*, CHRM4 agonist 2, CRFBP-R2 agonist -0.2, CHRM5 antagonist 3, M1 PAM -28, CHRM4 antagonist 2, M5 PAM -7 and M4 PAM -14.
`O=C(Nc1cccc(C(=O)N2CCCC2)c1)C1CCCC1` gave M5 ag 2, M1 antag -9, CHRM4 agonist 0, CRFBP-R2 agonist -0.5, CHRM5 antagonist 4, M1 PAM 5, CHRM4 antagonist 1, M5 PAM -5 and M4 PAM 1.
